LmPK inh: LmPK (Leishmania mexicana) enzyme inhibition. Q27686. Potency, µM (titrated, usually from 57.5 µM), without a hit: at the top dose activity change, negative = inhibition, usual class: inhibitors. 0.37% of 290,000 active. purified LmPK, Kinase-Glo ATP luminescence, 1 h; further: potency means the concentration at half of the fitted maximal effect
Target sequence (Q27686 whole entry, looked up): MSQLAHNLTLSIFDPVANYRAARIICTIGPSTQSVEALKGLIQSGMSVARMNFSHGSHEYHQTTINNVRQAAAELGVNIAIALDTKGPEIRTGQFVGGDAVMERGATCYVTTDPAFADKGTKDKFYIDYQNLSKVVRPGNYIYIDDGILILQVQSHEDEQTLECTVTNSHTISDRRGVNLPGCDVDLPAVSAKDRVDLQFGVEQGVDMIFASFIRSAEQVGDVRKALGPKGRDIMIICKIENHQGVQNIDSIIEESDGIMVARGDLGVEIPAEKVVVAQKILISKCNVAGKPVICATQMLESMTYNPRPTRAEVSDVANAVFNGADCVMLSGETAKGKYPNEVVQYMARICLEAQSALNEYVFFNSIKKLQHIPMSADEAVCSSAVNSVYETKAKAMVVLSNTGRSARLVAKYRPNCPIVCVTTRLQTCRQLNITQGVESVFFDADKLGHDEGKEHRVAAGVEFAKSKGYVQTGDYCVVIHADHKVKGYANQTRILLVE
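qHTS format; LmPK 0.1 nM; substrates PEP 0.5 mM and ADP 0.1 mM. One-hour room-temperature incubation, then coupled luciferase luminescence; 0.5 nM enzyme wells mark activation.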
HCMV inh: blocks human cytomegalovirus replication. activity change, negative = inhibition, % at 57.5 µM. 4.5% of 410,000 active. HFF cells, HCMV-luciferase reporter, 72 h; active compounds read low; in the data active means activity change below about -60%; inconclusive means no clear call, values can overlap the other calls; inactive means above about -39%
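Steps: HFFs plated, 16 h 37C; compounds added; HCMV-luciferase added to MOI 1 PFU/cell; 72 h 37C; OneGlo reagent, 5 min room temperature; luminescence read, normalized to controls.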
AmpC no deterg: inhibitors of E. coli AmpC beta-lactamase without detergent. P00811. AmpC nitrocefin hydrolysis, absorbance 480 nm, 0.0001% Triton. Potency, µM (top dose mostly 57.1 µM), for inactives: at the highest dose activity change, negative = inhibition, hits mostly inhibitors. 0.52% of 330,000 active. AID 485341;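 further: potency means the concentration at half of the fitted maximal effect; plate controls were no compound for no effect and no enzyme for full effect; nearly all actives have a fitted effect of over 20% in size; some results filed as inactive show a strong effect at the top dose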
Target sequence (P00811 whole entry, looked up): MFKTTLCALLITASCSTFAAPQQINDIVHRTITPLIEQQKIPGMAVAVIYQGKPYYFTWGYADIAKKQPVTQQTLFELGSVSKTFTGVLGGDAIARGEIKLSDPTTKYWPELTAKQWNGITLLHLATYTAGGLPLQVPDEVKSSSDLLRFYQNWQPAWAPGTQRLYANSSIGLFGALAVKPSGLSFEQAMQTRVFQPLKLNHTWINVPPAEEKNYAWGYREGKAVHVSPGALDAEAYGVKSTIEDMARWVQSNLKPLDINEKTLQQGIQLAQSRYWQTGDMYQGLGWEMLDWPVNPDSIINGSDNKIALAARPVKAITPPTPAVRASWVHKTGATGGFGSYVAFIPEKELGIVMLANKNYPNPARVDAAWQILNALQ
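20 mM phosphate pH 7.0 + 0.01% (detergent screen) or 0.0001% Triton X-100; 5.3 nM AmpC reagent; cpd preinc 15 min RT; nitrocefin (800 uM stock) to start; A480 q20 s × 4 min; Activity was normalised to no-enzyme and no-compound control wells.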
Sm TGR inh: S. mansoni TGR enzyme inhibition | purified TGR, DTNB reduction, TNB absorbance 405 nm | AID 485364 | Q962Y6 | 3% of 360,000 active | Potency, µM (top dose mostly 114 µM), for the others: at the highest dose activity change, negative = inhibition, hits mostly inhibitors; further: potency means the concentration at half of the fitted maximal effect; nearly all actives have a fitted effect of over 60% in size
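First, TGR (20 nM dispensed) and NADPH were mixed with compound. Second, a 15 min room-temperature incubation followed. Third, further NADPH and then DTNB were added to start the reaction. Finally, TNB absorbance was monitored kinetically.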
TbPYK inhibitor: blocks Trypanosoma brucei pyruvate kinase. TbPYK enzyme, Kinase-Glo Plus ATP luminescence, 45 min. Potency, µM (highest dose often 76.8 µM), inactives show at the top dose activity, negative = inhibition, usual class: inhibitors. Q57TT1. 0.12% of 410,000 active; further: potency means the concentration at half of the fitted maximal effect; nearly all actives have a fitted effect of over 50% in size
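Quantitative HTS: titrated library compounds versus trypanosomal pyruvate kinase in TEA buffer (pH 7.2) containing KCl, MgCl2, BSA and Tween-20. Reactions were initiated with ADP, 130 uM final. Kinase-Glo Plus luminescence was read after 45 min at RT.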
AMA1 RON2 block: inhibitors of Plasmodium falciparum AMA1-RON2 interaction; AlphaScreen AMA1-biotinylated RON2 peptide binding; Potency, µM (titrated, usually from 58.2 µM), for the others: top-dose activity change, negative = inhibition, most hits filed as inhibitors; 0.2% of 360,000 active; AID 720542;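 further: potency means the concentration at half of the fitted maximal effect; 0% = vehicle wells and -100% = peptide control; nearly all actives have a fitted effect of over 45% in size; some results filed as inactive show a strong effect at the top dose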
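AMA1 (3D7) with his tag at 25 nM final met compounds first, then biotinylated RON2 peptide at 25 nM; detection used donor plus acceptor beads, 10 µg/mL apiece, read by AlphaScreen after 30 min at room temperature.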
AmpC detergent: blocks E. coli AmpC beta-lactamase in detergent assay; 0.041% of 370,000 active; AID 485294; AmpC hydrolysis of nitrocefin, absorbance 480 nm, 0.01% Triton; Potency, µM (doses to about 114 µM), without a hit: at the highest dose activity change, negative = inhibition, actives largely listed as inhibitors;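 further: potency means the concentration at half of the fitted maximal effect; 0% = no-compound wells and -100% = no-enzyme wells; nearly all actives have a fitted effect of over 25% in size; some results filed as inactive show a strong effect at the top dose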
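20 mM phosphate pH 7.0 + 0.01% (detergent screen) or 0.0001% Triton X-100; 5.3 nM AmpC reagent; cpd preinc 15 min RT; nitrocefin (800 uM stock) to start; A480 q20 s × 4 min; Activity was normalised to no-enzyme and no-compound control wells.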
The depositor's hits bear a star; ? = inconclusive; . = not tested or not shown; & = joins results of further samples; [ ] = remark or other dose. Unless noted, the call rests on the fitted dose curve; in most records, active means well fitted curve in the direction sought with a large enough effect; inconclusive means small, poorly fitted or top-dose-only effect, or another doubt; inactive means no such curve, though single readings can be large; an effect the other way counts as inactive or inconclusive. Unless noted, on the % scale 0 is the no-effect control and ±100 the full control effect. The order is random; 7.4% or so of the library scored in one or more.

SMILES | LmPK inh | HCMV inh | AmpC no deterg | Sm TGR inh | TbPYK inhibitor | AMA1 RON2 block | AmpC detergent
CCc1nc2sc3c(c2c(=O)n1N)CCC3 | -2% | 47 | -39% | 5% | -8% | -4% | 4%
C#CNC(=O)C1(CC=C)CCNCC1 | . | 7 | -4% | -4% | -4% | -3% | 1%
NC(=O)N/N=C/c1cn(-c2ccccc2)nc1-c1ccccc1 | 2% | 145 | 17% | 2% | -4% | 18% | -8%
CCN(CC)CCCn1c(C)cc2c(c1=O)C(c1cc(OC)c(OC)cc1OC)C(C#N)=C(N)O2 (stereo not given) | 1% | 13 | -4% | -1% | -8% | 3% | ?
O=C(CSC(=S)N1CCSCC1)c1ccccc1 | -16% | -9 | -22% | 1% | -1% | -21% | -7%
COc1cc(/C=C/C2=NNC(=O)CC2)cc(OC)c1OC | 0% | . | -10% | -19% | 0% | 4% | 2%
O=c1c2ccc([N+](=O)[O-])cc2ncn1Cc1ccccc1C(F)(F)F | 0% | 9 | -22% | 9% | 0% | -18% | 0%
CCc1cc2c(N3CCN(C(=O)c4ccco4)CC3)ncnc2s1 | -6% | ? | -2% | ? | -1% | 13% | 0%
CC(C)C1CC2=C(C(=O)OC(C)(C)O2)C(c2ccc(Cl)cc2)O1 (stereo not given) | . | 26 | . | . | 0% | -10% | .
CCc1c(C(=O)NN2C(=O)C3CCCCC3C2=O)csc1C (stereo not given) | 3% | 42 | -26% | -4% | -5% | 24% | -10%
CN1/C(=C\C(=O)C[n+]2cccc(Br)c2)C(C)(C)c2ccccc21 | 0% | -83* | -13% | -8% | -1% | -21% | -3%
CC(C)NC(=O)C(=O)NCCc1ccc(Cl)cc1 | 25% | 10 | -5% | 2% | 5% | -3% | 0%
CC1Cc2ccccc2N1C(=O)C(C)n1cc(C(F)(F)F)cc(Cl)c1=O (stereo not given) | . | 0 | 3% | 2% | 7% | -6% | ?
c1ccc2nc3c(cc2c1)CCCCCC3 | 0% | 14 | -10% | -4% | 2% | -26% | -1%
O=C(/C=C/c1ccc([N+](=O)[O-])cc1)N1CCN(S(=O)(=O)c2ccccc2)CC1 | . | 0 | -19% | -8% | -6% | -18% | 1%
COC(=O)c1cc2oc(C)cc2n1CC(=O)Nc1ccc(C)c(C)c1 | 1% | 20 | -56% | -19% | -16% | 1% | ?
Clc1ccc(-n2c(Cc3ccccc3)nnc2SCc2nc(-c3cccs3)no2)cc1 | . | 20 | . | 2% | -3% | . | 19%
O=C(Cc1csc(-c2ccccc2)n1)NCc1ccco1 | 2% | -13 | 0%[11.4 µM] | 40µM* | -4% | -1% | -14%
Cc1[nH]c2ccc(CNS(=O)(=O)c3ccc(S(=O)(=O)N4CCOCC4)cc3)cc2c1C | -3% | 69 | -14% | -13% | 14% | -5% | 0%
CCOc1ccc(/C(CCC(=O)O)=N/NC(=S)NCCc2ccccc2)cc1 | -1% | -21 | -16% | -4% | -1% | 35%[activator] | 2%
O=C(CN1CCN(Cc2ccccc2F)C1=O)NCC1CCCO1 (stereo not given) | -3% | -16 | -10% | 10% | -1% | -10% | 4%
O=C(Nc1ccc2c(c1)OCCO2)C1CCN(S(=O)(=O)c2cccc3nsnc23)CC1 | 5% | -2 | -21% | -2% | 0% | 10% | -1%
O=C(c1cccc(F)c1)N1CCN(CC2CC3C=CC2C3)CC1 (stereo not given) | 0% | -26 | 0% | -3% | 9% | -11% | -9%
Cc1ccc(CNC(=O)CSc2nc3ccsc3c(=O)n2-c2ccc(C(=O)O)cc2)cc1 | . | -34 | . | 0% | 0% | . | 6%
Cc1ccccc1NC(=O)Nc1c(C)n(C)n(-c2ccccc2)c1=O | -1% | 8 | -7% | 2% | -17% | 25% | 6%
CCOC(=O)c1c(NC(=O)CSc2nccn2C)sc(C(=O)NC)c1C | . | 22 | 92%[activator] | -16% | -4% | 10% | ?
O=C(Nc1cccnc1)C1Cc2c(-c3ccccc3Oc3ccccc3)ccnc2O1 (stereo not given) | . | -35 | . | . | 3% | 0% | .
Cn1c(=O)n(C)c2cc([N+](=O)[O-])c(N3CCN(C(=O)c4ccccc4)CC3)cc21 | -3% | -35 | -15% | -32% | -1% | -5% | -1%
CCOC(=O)c1cccc(OS(=O)(=O)Cc2ccccc2)c1 | . | 7 | . | . | -5% | 15% | .
C#CCSc1nc2sc3c(c2c(=O)n1Cc1ccccc1)CCCC3 | . | -2 | . | -6% | -4% | . | -8%
COC(=O)c1ccccc1NC(=O)C1CCN(C(=O)c2cc(OC)c(OC)c(OC)c2)CC1 | 1% | 22 | 80%[activator] | 1% | 0% | -9% | ?
CCCCN(C)S(=O)(=O)c1ccc(NC2=NS(=O)(=O)c3ccccc32)cc1 | . | 4 | . | 9% | -8% | . | 25%
COC(=O)c1c(-c2ccc(OC)cc2)sc2ccc(N3CCOCC3)cc12 | . | ? | 117%[activator] | . | 3% | -17% | .
Cc1ccc(CNC(=O)C23CN(Cc4ccccc4)CC2C(c2ccc([N+](=O)[O-])cc2)=NO3)cc1 (stereo not given) | 6% | 25 | -19% | 6% | -1% | -18% | -1%
Clc1ccc(OCc2nnc(SCc3nnc(-c4ccccc4)o3)o2)c(Cl)c1 | 0% | -2 | 36% | 7% | -6% | 57%[activator] | 10%
Cc1ccc(S(=O)(=O)N2CCN(C(=O)CSc3nnc(C)s3)C2)cc1 | 10% | -10 | -2% | -4% | 1% | 20% | -12%
CCCCC(CC)CNCc1cccn1CCN1CCOCC1 (stereo not given) | 0% | -7 | 1% | -33% | 3% | ? | -3%
COc1ccc(COC(=O)c2ccc(Cl)c(S(=O)(=O)N3CCOCC3)c2)cc1F | -9% | -1 | 55% | -12% | 13% | -5% | -10%
Cc1csc(=O)n1CCC(=O)OCC(=O)c1c(N)n(CC(C)C)c(=O)n(C)c1=O | . | ? | -11% | -7% | 2% | -11% | -14%
O=C(OCC(=O)C12CC3CC(CC(C3)C1)C2)c1ccc(O)cc1 | . | -14 | -27% | . | -5% | -7% | .
Cc1ccc(C(=O)/C=C/c2c(C)nn(-c3ccccc3)c2Cl)cc1 | -1% | -6 | -18% | 2% | 6% | ? | -9%
COc1ccc(-c2coc3c(C(=O)NCc4ccccc4)cccc23)c(C)c1 | . | ? | . | . | -1% | -10% | .
CCOc1ccc(NC(=O)CN(C)C(=O)CCCc2c[nH]c3ccccc23)cc1OCC | . | -38 | 48% | -1% | 3% | -5% | ?
COc1ccc(CCNC(=O)/C=C/c2ccco2)cc1 | 2% | 23 | -23% | 10µM* | ? | 0% | ?
O=C(COc1cccc(Cl)c1)Nc1ccccc1N1CCCCC1 | . | -39 | -27% | 0% | -9% | 3% | ?
CC1(C(=O)N(c2ccccc2)C(C(=O)NC2CCCC2)c2ccccn2)CC(=O)N=C2C=CC=CN21 (stereo not given) | -1% | 18 | 2% | -14% | 3% | -14% | -10%
O=C(CSc1ccc(Cl)cc1)N1CCN(c2ccc([N+](=O)[O-])cc2Cl)CC1 | 4% | -30 | -4% | 7% | -1% | -17% | 0%
COc1ccc(CCOC(=O)c2ccc(NC(=O)CC#N)cc2)cc1 | -10% | -8 | ? | -9% | -3% | -9% | 1%

Filtered by structure: the compounds so far containing a cyano group (two)
SMILES | LmPK inh | HCMV inh | AmpC no deterg | Sm TGR inh | TbPYK inhibitor | AMA1 RON2 block | AmpC detergent
CCN(CC)CCCn1c(C)cc2c(c1=O)C(c1cc(OC)c(OC)cc1OC)C(C#N)=C(N)O2 (stereo not given) | 1% | 13 | -4% | -1% | -8% | 3% | ?
COc1ccc(CCOC(=O)c2ccc(NC(=O)CC#N)cc2)cc1 | -10% | -8 | ? | -9% | -3% | -9% | 1%

Remaining list, next part
SMILES | LmPK inh | HCMV inh | AmpC no deterg | Sm TGR inh | TbPYK inhibitor | AMA1 RON2 block | AmpC detergent
CC(C)(C)C1CCc2onc(C(=O)Nc3ccc4c(c3)OCO4)c2C1 (stereo not given) | -1% | -8 | -15% | -7% | -1% | -23% | -9%
Cc1cc(Cl)c(C)c(S(=O)(=O)Oc2ccccc2NC(=O)CCC(=O)O)c1Cl | . | 29 | -23% | -32% | -2% | 2% | -2%
Cc1ccc(NC(=S)N/N=C/c2ccc([N+](=O)[O-])s2)cc1 | -2% | -74* | -47% | ? | -1% | 22% | ?
CC(=O)N1N=C(N)SC1(C)C | -2% | 26 | -6% | -3% | -1% | 7% | -5%
CSc1ncc(Cl)c(C(=O)Nc2c(C(=O)c3ccc(C)cc3)oc3ccccc23)n1 | . | 0 | . | 8% | -3% | . | -2%
CC(C)(C)NC(=O)C(c1ccc(F)cc1)N(CC1CCCO1)C(=O)c1csnn1 (stereo not given) | 0% | -9 | 18% | -5% | -3% | -7% | 5%
COc1cc(C)nc(OCCNC(=O)COc2ccc(Cl)cc2C)n1 | 1% | -22 | 65%[activator] | -10% | 3% | 7% | -3%
C=C(C)CSc1nnc(-c2cc(OC)c(OC)c(OC)c2)n1N | 0% | 31 | -11% | 2% | 4% | -14% | 1%
CNC(=O)NCCN1CCCC1=O | -9% | -23 | -22% | 6% | -4% | -2% | -9%
CN(c1ccc([N+](=O)[O-])cc1)c1cc2c(c3c1ccn3C)C1CCC2C1 (stereo not given) | . | 3 | . | . | 0% | ? | .
COc1cc2nc(NCCc3ccccc3)n3nc(-c4cccnc4)nc3c2cc1OC | . | 9 | . | 3% | -4% | . | 1%
CCCOC(c1ccccc1)(c1ccc(C(F)(F)F)cc1)C(Oc1nc(C)cc(C)n1)C(=O)O (stereo not given) | 3% | -6 | -14% | -24% | 7% | -4% | 1%
CC(C)CN1C(=O)C(=O)N(CC(=O)NC2CCCc3ccccc32)C1=O (stereo not given) | 5% | 27 | -11% | 2% | -1% | -4% | -2%
O=C(COc1ccccc1)Nc1ccc(S(=O)(=O)N2CCCCCC2)cc1 | -1% | 2 | -49% | 9% | 7% | -19% | 5%
CCc1cn(C2CC(O)C(CO)O2)c(=O)[nH]c1=O (stereo not given) | . | 0 | -3% | -18% | -3% | -4% | -4%
Cc1cccc(Oc2nc3c(c(=O)n(C)c(=O)n3C)n2C)c1 | 0% | 50&-3 | 1% | -8%&3% | -1%&1% | -7% | 4%&-3%

Among those listed so far, 2 have a tert-butyl group:
SMILES | LmPK inh | HCMV inh | AmpC no deterg | Sm TGR inh | TbPYK inhibitor | AMA1 RON2 block | AmpC detergent
CC(C)(C)C1CCc2onc(C(=O)Nc3ccc4c(c3)OCO4)c2C1 (stereo not given) | -1% | -8 | -15% | -7% | -1% | -23% | -9%
CC(C)(C)NC(=O)C(c1ccc(F)cc1)N(CC1CCCO1)C(=O)c1csnn1 (stereo not given) | 0% | -9 | 18% | -5% | -3% | -7% | 5%

Assay outcomes as filed in PubChem BioAssay.
